# Source: PubChem BioAssay
# SF1 activator: SF-1 (human) activation | Q13285 | activation, % at 10 µM | 65,000 compounds, 1.9% hits | CHO-K1 Gal4-SF-1 LBD luciferase reporter; % increase over DMSO SF-1-specific signal;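 active = activation above the mean activation of all tested compounds plus 3 SD, cut at about 50% in these data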
#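 Material: Transient Gal4-SF-1 LBD reporter, CHO-K1 | Input: 4,000 cells/well | Dosing: One dose, 10 µM compound, 1% DMSO | Incubation: 20 h compound treatment, 37 °C | Detection: SteadyLite luciferase luminescence | Evaluation: Percent activation relative to DMSO median and mock-transfected background | Benchmarks: DMSO-treated SF-1-transfected cells as negative, DMSO-treated mock-transfected cells lacking SF-1 as background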
# TNAP act DEA: activators of human TNAP at intermediate phosphate acceptor; P05186; purified TNAP, CDP-star luminescence, 100 mM DEA, 30 min; stronger effect = higher value; scale: 0 levamisole-inhibited, 1 vehicle-only enzyme; activation factor at 20 µM; 64,000 tested, under 10 active; AID 813;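 active = activation factor of at least 2 at 20 µM, relative to controls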
# Target sequence (P05186 whole entry, looked up): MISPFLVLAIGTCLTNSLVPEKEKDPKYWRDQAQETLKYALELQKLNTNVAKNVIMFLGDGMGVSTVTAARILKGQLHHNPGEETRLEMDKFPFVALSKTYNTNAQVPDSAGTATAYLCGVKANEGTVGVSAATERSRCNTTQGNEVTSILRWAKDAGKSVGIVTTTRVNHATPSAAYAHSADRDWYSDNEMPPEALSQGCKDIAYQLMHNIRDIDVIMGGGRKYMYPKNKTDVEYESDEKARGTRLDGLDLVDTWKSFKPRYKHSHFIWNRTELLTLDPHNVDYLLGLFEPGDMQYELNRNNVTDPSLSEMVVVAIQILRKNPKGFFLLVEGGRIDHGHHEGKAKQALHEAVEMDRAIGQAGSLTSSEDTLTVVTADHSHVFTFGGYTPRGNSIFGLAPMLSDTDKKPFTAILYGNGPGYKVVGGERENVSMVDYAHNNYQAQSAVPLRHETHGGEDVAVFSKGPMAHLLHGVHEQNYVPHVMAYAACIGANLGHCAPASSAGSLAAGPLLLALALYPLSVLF
# A340 absorber: compound absorbs light at 340 nm | compound absorbance at 340 nm, fold over control | fold change at 10 µM | 65,000 tested, under 10 active | AID 708;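 active = at 10 µM dose, initial 340 nm absorbance at least 2 fold that of control wells; inactive = change under 2 fold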;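 also: initial absorbance extrapolated from kinetic A340 decline of NADH oxidation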
# RORa activator: activates the human nuclear receptor RORA; 65,000 compounds, 1.5% hits; activation, % at 10 µM; P35398; CHO-K1 Gal4-RORA LBD luciferase reporter, luminescence; percent increase over mock-subtracted basal signal; AID 560;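 active = activation above the mean of all tested compounds plus 3 SD, cut at about 49% in these data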;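 also: 0% = DMSO-treated RORA cells and 100% = added signal equal to DMSO minus mock-transfected cells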
# Target sequence (P35398 whole entry, looked up, the tested form may be a part): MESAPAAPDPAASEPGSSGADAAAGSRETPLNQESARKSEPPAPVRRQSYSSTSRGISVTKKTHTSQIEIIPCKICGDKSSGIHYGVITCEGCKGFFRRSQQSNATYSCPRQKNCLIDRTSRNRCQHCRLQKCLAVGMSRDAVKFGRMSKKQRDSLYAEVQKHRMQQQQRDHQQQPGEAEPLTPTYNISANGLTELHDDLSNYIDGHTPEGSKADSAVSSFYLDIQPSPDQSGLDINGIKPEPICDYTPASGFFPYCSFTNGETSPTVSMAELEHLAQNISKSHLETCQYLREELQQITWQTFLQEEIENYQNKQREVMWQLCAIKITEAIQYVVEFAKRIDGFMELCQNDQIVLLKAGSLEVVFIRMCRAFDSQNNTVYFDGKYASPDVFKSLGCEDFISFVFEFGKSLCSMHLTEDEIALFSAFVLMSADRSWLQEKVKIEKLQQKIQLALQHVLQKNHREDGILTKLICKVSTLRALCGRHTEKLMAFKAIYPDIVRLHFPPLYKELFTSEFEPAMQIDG
# MMP-13 inhibitor: MMP13 (human) collagenase inhibition. P45452. MMP-13 fTHP FRET cleavage, Mca fluorescence. inhibition, % at 4 µM. 65,000 compounds, 0.07% hits;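 active = inhibition above the mean of compound-free control plate wells plus 3 SD, cut at about 14% in these data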;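 also: 0% = DMSO wells and 100% = wells with reference MMP-13 inhibitor after basal subtraction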
# 5HT1a antag: 5-HT1a (human) receptor antagonism; P08908; inhibition, % at 10 µM; CHO 5-HT1a Ga15 NFAT-bla reporter, antagonist mode; 62,000 compounds, 0.68% hits;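 active = inhibition above the mean of all tested compounds plus 3 SD, cut at about 43% in these data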;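 also: receptor stimulated by 5-CT agonist at 100 nM near EC80; beta-lactamase reporter measured by ratiometric fluorescence of a cleavable substrate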
# Fluor 339 460: intrinsic fluorescence of library compounds, ex339/em460 – biochemical, MLSMR library, data from DPM-DC assay, artefact control, profiling panel; compound autofluorescence, ex339/em460 nm, NADH buffer; stronger effect = higher value; 1 = no-compound wells, NADH background; fluorescence fold increase at 10 µM; 65,000 compounds, 5.5% hits;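 active = at 10 µM, mean starting fluorescence two-fold or more over control wells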;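 also: signal is the first read of a kinetic run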
# HTR1A agonist: agonists of human 5-HT1a serotonin receptor. CHO 5-HT1a Ga15 NFAT-bla reporter, FRET ratio; 0% basal, 100% maximal reference agonist. activation, % at 10 µM. 65,000 compounds, 0.56% hits. AID 567. P08908;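 active = activation above the screen-wide mean activation plus 3 SD, cut at about 19% in these data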;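 also: 0% = DMSO wells and 100% = 5-CT at EC100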
# NADH coupling: inhibition of NAD/NADH coupling enzymes, library profiling | coupled PK/LDH NADH assays, four targets | IC50, µM (titrated, usually from 10 µM), without a hit: top-dose inhibition | 65,000 compounds, 0.02% hits | AID 774;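 active = single-dose screening hits from any of four coupled enzyme assays that gave an IC50 when retested across doses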;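 also: the DPM-DC format reads NADH fluorescence rather than 340 nm absorbance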
# * = called active by the depositor; nt = no result given; [ ] = dose if it differs, or a comment. Outcome played no part in choosing rows. About 8.9% of those tested had a hit in this group.
SMILES,SF1 activator,TNAP act DEA,A340 absorber,RORa activator,MMP-13 inhibitor,5HT1a antag,Fluor 339 460,HTR1A agonist,NADH coupling
Nc1cc(OC(=O)c2ccccc2Br)nn1S(=O)(=O)c1ccccc1,-19,0.9,0.98,-12,4,27,1.1,-5.5,7%
CN(C(=O)c1ccc2c(=O)n3c(nc2c1)CCCCC3)c1ccccc1,-5,0.9,0.99,-14,-4,-11,1,1.8,3%
O=C(NCCN1CCN(C(=O)c2cccs2)CC1)c1cccs1,7,1,1,-25,-2,-3,1.1,-1.6,6%
COc1ccc(N2C(=O)CC(N3CCC(C(N)=O)CC3)C2=O)cc1 (configuration not stated),-11,0.9,1.1,12,-3,5,1.1,0.5,6%
C=CCSc1nnc(Cc2cc(=O)[nH]c(=O)[nH]2)n1-c1cc(C)ccc1C,7,0.9,1,2,-2,10,1.1,-0.9,7%
COc1ccc(Cl)c(NC(=O)Nc2c(C)n(-c3ccccc3)c(=O)n2C)c1,-8,0.9,0.98,-9,1,8,1.1,0.5,9%
COc1ccc(NC(=O)CSc2nnc(-c3ccccn3)n2N)cc1,7,0.9,0.98,16,3,-11,1.1,0.6,4%
CC1CCCCN1Cc1nc2c(c(=O)n(C)c(=O)n2C)n1Cc1cccc2ccccc12 (configuration not stated),-3,0.9,1,-8,-2,-1,1.1,-2.4,9%
Cc1ccc(C)c(NC(=O)c2nnn(Cc3ccccc3C)c2N)c1,3,1,1,4,-7,7,1.2,-3.1,0%
Nc1c(C(=O)NC2CCCCC2)nsc1C(=O)OCC(=O)NC1CCCCC1,0,0.9,1,-6,-17,-11,3.1*,-1.9,17%
O=C(NCc1ccccn1)Nc1cccc(Cl)c1,63*,0.9,1,38,-2,8,1.1,0.0,8%
CCOC(=O)N1CCN(S(=O)(=O)c2ccc(OCC)c(C)c2)CC1,-11,0.9,0.99,-17,-1,-13,1,-0.3,2%
N#Cc1ccccc1S(=O)(=O)N1CCN(c2ccc(S(=O)(=O)N3CCOCC3)cn2)CC1,7,1,1,1,-7,-6,1.1,0.3,0%
O=C(O)Cc1cc2c(s1)CCCCC2,-4,1,0.96,3,2,-5,1,-2.1,3%
CCOC(=O)Cc1csc(NC(=O)CSc2nnc(-c3ccc(C)cc3)o2)n1,6,0.9,1,-3,2,-7,1.1,-1.3,3%
CCCOc1ccc(/C(O)=C2/C(=O)C(=O)N(CCOC)C2c2cccnc2)cc1 (configuration not stated),-3,1,1.1,-2,3,12,1.1,-4.9,3%
CC(C)(C)n1nnnc1C(c1cc2cc3c(cc2[nH]c1=O)OCCO3)N1CCSCC1 (configuration not stated),-24,0.9,1.1,0,-33,1,3.3*,-2.1,0%[fluoresces]
CC(C)(C)c1ccc(C(=O)C=[N+]=[N-])cc1,6,0.9,1,-18,-2,nt,1.1,0.7,7%
COCCNC(=O)c1ccccc1-c1nc(-c2ccccc2OC)no1,2,1,1,-28,7,18,1.1,-2.5,8%
Cc1c(C#N)c2ccccc2n1CC(=O)O,-8,0.9,0.97,-7,0,15,1.1,4.5,8%

# One compound at a time, as listed above. Order of values: SF1 activator	TNAP act DEA	A340 absorber	RORa activator	MMP-13 inhibitor	5HT1a antag	Fluor 339 460	HTR1A agonist	NADH coupling
# `O=C(O)Cc1cc2c(s1)CCCCC2` across the screens: -4	1	0.96	3	2	-5	1	-2.1	3%
# `COc1ccc(Cl)c(NC(=O)Nc2c(C)n(-c3ccccc3)c(=O)n2C)c1` across the screens: -8	0.9	0.98	-9	1	8	1.1	0.5	9%

# A run of entries from further up:
SMILES,SF1 activator,TNAP act DEA,A340 absorber,RORa activator,MMP-13 inhibitor,5HT1a antag,Fluor 339 460,HTR1A agonist,NADH coupling
C=CCSc1nnc(Cc2cc(=O)[nH]c(=O)[nH]2)n1-c1cc(C)ccc1C,7,0.9,1,2,-2,10,1.1,-0.9,7%
COc1ccc(Cl)c(NC(=O)Nc2c(C)n(-c3ccccc3)c(=O)n2C)c1,-8,0.9,0.98,-9,1,8,1.1,0.5,9%
COc1ccc(NC(=O)CSc2nnc(-c3ccccn3)n2N)cc1,7,0.9,0.98,16,3,-11,1.1,0.6,4%
CC1CCCCN1Cc1nc2c(c(=O)n(C)c(=O)n2C)n1Cc1cccc2ccccc12 (configuration not stated),-3,0.9,1,-8,-2,-1,1.1,-2.4,9%
Cc1ccc(C)c(NC(=O)c2nnn(Cc3ccccc3C)c2N)c1,3,1,1,4,-7,7,1.2,-3.1,0%
Nc1c(C(=O)NC2CCCCC2)nsc1C(=O)OCC(=O)NC1CCCCC1,0,0.9,1,-6,-17,-11,3.1*,-1.9,17%
O=C(NCc1ccccn1)Nc1cccc(Cl)c1,63*,0.9,1,38,-2,8,1.1,0.0,8%
CCOC(=O)N1CCN(S(=O)(=O)c2ccc(OCC)c(C)c2)CC1,-11,0.9,0.99,-17,-1,-13,1,-0.3,2%
N#Cc1ccccc1S(=O)(=O)N1CCN(c2ccc(S(=O)(=O)N3CCOCC3)cn2)CC1,7,1,1,1,-7,-6,1.1,0.3,0%
O=C(O)Cc1cc2c(s1)CCCCC2,-4,1,0.96,3,2,-5,1,-2.1,3%
CCOC(=O)Cc1csc(NC(=O)CSc2nnc(-c3ccc(C)cc3)o2)n1,6,0.9,1,-3,2,-7,1.1,-1.3,3%
CCCOc1ccc(/C(O)=C2/C(=O)C(=O)N(CCOC)C2c2cccnc2)cc1 (configuration not stated),-3,1,1.1,-2,3,12,1.1,-4.9,3%
CC(C)(C)n1nnnc1C(c1cc2cc3c(cc2[nH]c1=O)OCCO3)N1CCSCC1 (configuration not stated),-24,0.9,1.1,0,-33,1,3.3*,-2.1,0%[fluoresces]

# Further results:
SMILES,SF1 activator,TNAP act DEA,A340 absorber,RORa activator,MMP-13 inhibitor,5HT1a antag,Fluor 339 460,HTR1A agonist,NADH coupling
Cn1c(SCC(=O)N2CCCCCC2)nc2c([nH]c3ccccc32)c1=O,5,1,1.1,-4,-1,-5,1.1,0.9,6%
O=C1c2ccccc2NC2CCCCCN12 (configuration not stated),-5,0.8,0.99,21,-76[fluorescence artefact?],-6,3*,-0.1,3%[fluoresces]
COc1ccc(C2CC(C(F)(F)F)n3ncc(C(=O)NCC4CCCO4)c3N2)cc1OC (configuration not stated),1,0.9,1,7,-5,nt,1.1,1.1,4%
CC1(C)CC(=O)c2cc(OCC(=O)O)ccc2O1,10,0.9,1,-18,-59[fluorescence artefact?],-7,4.8*,-2.3,7%[fluoresces]
Cc1[nH]nc2c1C(c1cccc(O)c1)C1=C(CC(C)(C)CC1=O)N2 (configuration not stated),7,1,1.1,-1,-51,-12,5*,-1.2,5%[fluoresces]
O=C(CSc1ncc(-c2ccc(F)cc2)[nH]1)N1CCCCC1,30,0.9,1.1,24,0,-6,1,-1.3,4%
COc1ccccc1N1CCN(C(=O)CSc2ccc3c(C)cc(C)nc3n2)CC1,-4,0.9,1.1,20,2,4,1.1,-3.1,2%
COc1cccc(C(=O)Nc2ccc(C)cc2)c1,17,0.8,0.99,28,4,4,1,164*,1%
CC1=C(C(=O)OC(C)C)C(C)C(C(=O)OC(C)C)=C(C)N1,-7,0.9,1.1,-14,-4,17,1.8,-0.1,17%
Cc1ccc(-c2nnc(-c3cccc(Br)c3)o2)cc1,40,0.9,1,18,-4,nt,1,-2.2,2%
CCOc1ccccc1N1C(=O)CC(N(O)c2ccccc2)C1=O (configuration not stated),6,0.9,1,-20,-2,25,1.1,-0.5,1%
CC(=O)NC(Cc1ccc(C)cc1)C(=O)NC1CCN(C(=O)c2cnccn2)CC1 (configuration not stated),-7,1,1,-7,-3,-3,1.1,-2.6,2%
COc1cc(OC)c(OC)cc1CN1CCN(c2ccccc2OC)CC1,-9,0.9,1.1,2,5,46*,1.1,-1.1,14%
Fc1ccc2[nH]c3c(N4CCN(C5CCCCC5)CC4)ncnc3c2c1,-6,0.8,1.1,-3,-157[fluorescence artefact?],nt,2.3*,2.5,3%[fluoresces]
COc1ccc(-c2cc(CCCC(=O)NCCc3ccc(OC)cc3OC)no2)cc1,-25,0.9,1,-33,5,14,1.1,-1.2,6%
CC(NC(=O)c1cncc(Br)c1)c1ccc(S(N)(=O)=O)cc1 (configuration not stated),9,1.1,1,-6,1,1,1.1,-2.2,4%
Cc1cccc(NC(=O)C2CCCN(C(=O)Nc3ccccc3)C2)c1C (configuration not stated),0,0.8,0.98,15,0,0,1,-0.5,4%
O=c1nc(N(c2ccccc2)c2ccccc2)[nH]c(=O)[nH]1,25,0.9,1,-5,3,-3,1.1,-0.9,1%
O=C(NCC(c1cccnc1)N1CCN(c2ccccc2F)CC1)c1ccccc1 (configuration not stated),6,0.9,1,0,1,-2,1,0.9,3%
C[C@H](NC(=O)OC(C)(C)C)c1nnc(SCC(=O)c2ccc(Cl)cc2)o1,5,0.9,1,0,2,0,1.1,-1.2,6%
CCCN1C(=O)C(NC(C)=O)c2cc(OC)ccc21 (configuration not stated),-5,0.9,0.98,-9,-2,-11,1.2,-0.4,19%
CCCCn1c(SCC(=O)Nc2cc(NC(=O)c3ccco3)ccc2C)nc2ccccc2c1=O,5,0.9,1.1,-12,0,39,1.8,-0.1,10%
C/C(Cl)=C\Cn1c(=O)c2c(nc3n2CCS3)n(C)c1=O,-2,0.9,1,-10,-23,-14,1.1,-0.1,5%
COc1ccc(Cl)cc1S(=O)(=O)N1CCCC(C(=O)NCC(N)=O)C1 (configuration not stated),8,0.8,0.98,-6,2,3,0.88,-4.1,13%
COc1ccccc1NS(=O)(=O)CC12CCC(CC1=O)C2(C)C (configuration not stated),-5,0.9,1,-4,3,-10,1,-0.4,8%
Cc1cccc(C)c1NC(=O)CNc1ccccc1,-13,0.9,1,-19,-2,8,1.1,-4.4,1%
O=C(CSc1ncccc1-c1nc2ccccc2[nH]1)N1CCN(c2ccccc2F)CC1,-20,0.9,0.99,13,-14,18,1.5,3.3,9%
Cn1c(=O)c2c(ncn2CC(=O)NC(C)(C)C)n(C)c1=O,-10,1,1,-3,1,-6,1.1,0.1,0%
O=C1OC(Nc2ccc(Br)cc2F)c2ccccc21 (configuration not stated),-4,0.9,1,-5,4,nt,1.1,-1.3,5%
CCOC(=O)c1cc2c(=O)n(C)c3ccccc3c2s1,-4,1,1,-1,-15,-8,2.8*,-1.8,21%
COc1ccc(Cl)cc1NC(=O)N1CCN(S(C)(=O)=O)CC1,0,0.9,0.99,4,8,6,1,-0.8,9%
CC(C)(C)C1CCc2onc(C(=O)Nc3cccnc3)c2C1 (configuration not stated),-15,0.8,0.98,8,2,-33,1.1,0.7,8%
Cc1ccc2nc(-c3ccccn3)cc(C(=O)N3CCN(c4ncccn4)CC3)c2c1,18,0.9,1,1,11,6,1.1,-2.4,4%
CC(=O)Nc1nnc(-c2ccc3c(c2)CCCC3)o1,43,0.9,1,34,-9,-17,0.81,1.5,11%
CCc1c(O)nc(N2CCN(Cc3ccccc3)CC2)[nH]c1=O,6,0.9,1,7,-1,-19,1.1,-3.0,7%
O=C(c1ccco1)N1CCN(c2cccc(Cl)c2)CC1,15,1,0.98,16,0,-11,1,0.3,3%
O=C1CC(c2nc3ccccc3[nH]2)CN1Cc1ccccc1 (configuration not stated),4,0.9,1,-6,4,-4,1.1,-1.1,3%
